# NCI-60 one-dose screen, 48 h, at 10 µM unless noted. Numbers give growth in % (100 = growth as untreated, 0 = no growth, -100 = all killed).
# DU-145 – DU-145 prostate cancer | 4.2% of 81,000 active | AID 1794760
# RXF 393 – RXF 393 renal cancer cells. 6.9% of 77,000 active. AID 1794773
# CAKI-1 – CAKI-1 renal cancer | 4.7% of 75,000 active | AID 1794772
# SN12C – SN12C renal cancer cells. 3.8% of 81,000 active. AID 1794767
# 786-0 – 786-0 renal cancer cells; 5.1% of 81,000 active; AID 1794775
# UO-31 – UO-31 renal cancer | 5.2% of 81,000 active
# A498 – A498 renal cancer cells; 5.4% of 76,000 active; AID 1794774
# ACHN – ACHN renal cancer. 4.9% of 81,000 active. AID 1794771
# TK-10 – TK-10 renal cancer cells; 3.9% of 81,000 active
# * = called active by the depositor; / = no result given; & = joins results of further samples; ! = a repeat was not active; [ ] = another dose, or the depositor's remark. How the source made its calls: active means growth percent below 10; inactive means the rest. This is a random part of the collection (roughly 11% active in at least one column).
SMILES,DU-145,RXF 393,CAKI-1,SN12C,786-0,UO-31,A498,ACHN,TK-10
COc1cc2nc(N3CCCC3)nc(NCC3CCCCC3)c2cc1OC,36.2,-84.0*,13.3,59.6,-82.5*,42.5,-3.7*,16.8,-34.7*
CN1CNC(=S)NC1,116.8,112.3,89.2,96.0,114.8,90.0,137.8,93.8,117.8
O=C(Nc1ccc(C(F)(F)F)cc1)Nc1ncccc1OCc1ccccc1Cl,114.6,95.3,96.5,97.2,88.5,84.6,94.4,99.5,94.1
S=c1[nH]sc(=S)[nH]1,106.0,/,99.7,102.3,108.4,90.9,88.8,105.4,/
COc1ncc(F)c(OC)n1,109.5,104.7,94.5,100.5,101.6,86.9,110.1,100.1,108.3
Nc1c(Cl)cc(C(=O)NC2CC2)cc1Cl,111.8&125.7,114.5&112.0,94.2&106.1,98.0&105.0,112.7&103.3,90.9&98.4,95.0,118.0&106.6,106.9&108.1
COC(=O)[C@H]1CCCN1C(=O)C1CCCN1C(=O)[C@@H](Cc1ccccc1)NC(=S)Nc1cc(C(F)(F)F)cc(C(F)(F)F)c1 (stereo not given in full),91.4&117.1,84.8&107.9,89.2,84.0&96.1,99.2&105.4,59.1&94.6,81.4&96.6,85.6&98.4,90.0&113.7
FC(F)(F)Oc1cccc(-c2cnc3ccc(-c4ccncc4)nn23)c1,22.2,-29.6*,7.7*,13.2,21.1,0.4*,23.0,-0.1*,17.3
NCCCCC(Br)C(=O)c1cc(=O)[nH]c2ccccc12 (stereo not given),113.1,99.9,113.2,104.5,94.6,95.6,86.0,101.7,122.0
CC(=O)Nc1c(C(=O)O)ccc(C)c1OCc1ccccc1,123.5,128.3,100.2,102.4,111.9,87.7,115.0,105.2,106.2
CC(=O)c1ccc2c(c1)CCN2,103.8,107.4,111.0,96.7,107.7,94.2,116.7,100.4,98.1
CCCCCc1c(-c2n[nH]c(C)c2CCCCC)n[nH]c1C,107.4,103.7,93.5,93.6,94.7,/,98.4,95.5,98.3
O=C(CBr)OCCCc1ccccc1,/,115.5,95.9,100.9,105.7,77.6,100.1,99.1,143.0
CC(Cc1ccccc1)N1CCCC1=O (stereo not given),112.2,113.0,96.7,96.5,100.5,87.9,107.5,100.5,102.3
CC(=O)c1ccc(Sc2ccccc2)cc1,100.6,116.0,/,102.3,89.1,81.3,103.0,103.9,84.3
COc1cccc(-c2ccc(/C=N/NC(=O)c3[nH]c4ccc(Br)cc4c3-c3ccccc3)o2)c1,25.9,26.1,26.0,5.7*,9.4*,39.2,72.5,22.3,70.4
COc1ccc(NC(=O)c2sc3nc(C)c(C(=O)/C=C/c4ccccc4)cc3c2N)cc1,26.5,-1.1*,29.0,17.6,2.1*,17.7,21.0,50.3,80.5
CCOc1ccc(Br)cc1/C=C1\SC(=S)N(NC(=O)Cc2ccccc2Nc2c(Cl)cccc2Cl)C1=O,103.9,109.6,97.4,100.2,104.2,87.0,/,108.0,97.7
CCOC(=O)c1ccc(N2C(=O)c3ccc(C(=O)O)cc3C2=O)cc1,104.5,103.8,93.0,101.4,101.9,86.1,94.7,101.1,91.7
C=CCOc1c(C)cc(C#N)cc1C,109.9,106.0,/,108.2,103.6,90.7,108.3,101.7,93.2
O=[N+]([O-])c1cccc(C=Nc2ccccc2O)c1,79.0,122.9,107.7,87.3,/,69.6,100.6,85.3,119.9
COC(=O)c1ccc(Nc2nc(N)nn2Cc2cccc(Br)c2)cc1,103.6,107.9,86.3,91.7,98.0,85.6,101.7,102.2,110.8
COc1ccc(-c2c(Nn3cnnn3)no[n+]2[O-])cc1,63.1,42.5,25.7,33.3,53.6,20.8,63.9,34.1,62.5
COc1cc(CNC(=O)Cc2ccccc2)ccc1OCc1cn(-c2ccccc2F)nn1,105.3,127.0,93.3,97.5,106.0,86.4,/,96.6,116.9
CC(C)(C)OC(=O)N1CCc2c(sc3ncnc(N/N=C/c4ccc(Br)cc4)c23)C1,92.6,66.4,41.0,75.2,76.5,44.7,31.2,53.1,78.2
Cc1cccc(-c2nc(Nc3ccccc3C(=O)O)c3ccccc3n2)c1,50.5,/,52.4,40.7,25.0,31.0,47.6,36.4,85.8
N#CC1(c2ccccc2)OC(C(=O)c2ccccc2)CC1Br (stereo not given),114.9,107.3,117.8,95.2,102.6,81.3,95.8,102.7,92.4
Cc1nn(-c2ccccc2)c(N2CCCC2)c1/C=N/NC(=O)Cn1c(=O)sc2ccccc21,98.0,90.7,40.6,90.1,95.6,63.7,81.9,79.0,91.2
Cc1cc(OC(=O)c2ccc(OCc3ccccc3)cc2)nc2[nH]c(=O)sc12,107.3,119.3,88.0,101.8,103.3,85.6,99.2,96.7,92.7
CC(=O)O[C@]1(C(C)=O)CCC2C3C=C(C)C4=CC(=O)CCC4(C)C3CCC21C (stereo not given in full),114.0,114.8,78.2,86.2,98.7,73.0,103.8,102.4,109.2
O=C1NC2=C(C(=O)c3ccccc32)C(c2ccc3c(c2)OCO3)N1 (stereo not given),114.5,98.8,90.9,100.1,106.2,85.4,112.5,103.7,96.1
CC(=O)Nc1cccc2c1CCCC2,101.1&107.1,100.6,95.1,100.0&102.7,96.6&95.8,91.0&88.2,121.1&97.8,110.1&101.8,83.7&85.6
CCC(c1ccc(O)cc1)C(CC)c1ccc(-c2ccccc2)cc1 (stereo not given),102.4,122.6,/,97.7,98.5,66.8,131.2,99.4,121.1
Cc1csc(=O)[nH]1,102.2,103.7,120.3,93.8,108.4,87.2,96.9,104.9,101.4
Cc1cccc(Oc2c(/C=N/N=c3\sc4ccccc4n3C)c(C)nn2-c2ccccc2)c1,113.6,113.9,81.9,104.3,103.5,75.7,115.3,99.0,114.0
CN1CCc2cc3c(cc2C(=O)Cc2ccc4c(c2C1)OCO4)OCO3,100.7,103.4,95.0,107.8,95.9,75.4,73.6,104.5,83.9
CC(C)C1=CC2=CC[C@@H]3[C@](C)(CCC[C@@]3(C)C(=O)OCC#CCN3CCOCC3)[C@H]2CC1,110.5,93.7,89.4,98.5,90.3,67.3,91.2,81.9,76.7
NS(=O)(=O)OCC1OC(n2cnc3cncnc32)C(O)C1O (stereo not given),13.2[0.1 µM],1.2*![0.1 µM],8.2*[0.1 µM],-29.3*[0.1 µM],8.6*![0.1 µM],-2.1*![0.1 µM],-5.1*[0.1 µM],14.6&13.3[0.1 µM],13.0&18.5[0.1 µM]
CC(=O)OCC1(C)OC(=O)N(CCc2ccccc2)C1=O (stereo not given),99.3,106.5,93.5,95.8,100.8,88.6,105.4,105.6,106.9
Cc1ccc(C(OC(=O)C2CCc3cc(F)ccc3O2)C(=O)NC(C)(C)C)cc1 (stereo not given),88.8,77.4,72.6,98.1,81.6,51.0,82.9,75.8,112.2
O=c1oc2ccc(Br)cc2cc1C1=CSc2nc3sc4c(c3c(=O)n2N=C1)CCCC4,106.6,166.7,96.2,103.0,120.4,69.8,177.0,99.4,175.2
Cn1cc(-c2csc(-c3cn(CCCN4CCCCC4)c4ccc(Br)cc34)n2)c2cccnc21,-26.5*,23.3,/,-31.3*,-75.9*,-93.9*,79.1,-61.1*,26.7
Cc1ccc(SCCCN(C)C)cc1,105.2,110.1,101.8,100.5,112.7,93.5,107.0,107.2,107.3
O=C1/C(=C/c2ccc(-c3cccc(C(F)(F)F)c3)o2)SC(=S)N1CCN1CCOCC1,102.8,108.8,93.6,99.5,106.6,84.8,111.7,103.6,113.6
COc1ccc2[nH]c3c(c2c1)CCNC3CC(C)CCC=C(C)C (stereo not given),108.9,/,88.9,98.4,92.8,56.4,80.0,88.0,72.1
CCCCn1c(=S)[nH]c2c(=O)n(C)c(=O)n(C)c21,114.5,124.3,101.9,110.9,102.7,86.0,92.5,107.6,106.8
Nc1cccc2c(=O)[nH][nH]c(=O)c12,113.4,/,/,100.0,99.4,101.0,114.6,100.4,103.4
Cc1ccc[n+](CC(=O)c2cccs2)c1,107.0,110.1,/,96.0,95.8,92.8,108.7,116.1,93.2
CCC(CC)C(=S)N1CCN(c2ccccc2)CC1,107.4,112.2,90.8,97.8,98.2,87.0,102.2,100.0,107.0
COc1ccc(-c2cc(Cc3cccs3)c(=O)n(Cn3ccnc3)n2)cc1,113.1,114.2,101.5,96.8,108.1,95.8,87.7,97.3,106.3
CNC1=CC(=O)c2c(C(=O)OC)c(C)nc(C)c2C1=O,109.9,116.4,95.5,97.7,101.1,92.1,105.4,92.4,126.3
O=CN1N=C(c2cccc(Nc3ccncc3)c2)CC1c1ccc(Br)cc1 (stereo not given),99.2,73.3,74.4,89.3,83.2,66.3,76.4,102.5,111.4
O=C(Nc1ccccc1)Nc1ncnc2c1ncn2-c1ccc(Cl)cc1,96.3,91.7,93.9,63.1,46.9,70.3,91.0,69.5,58.9
CCOc1cc2ncc(C#N)c(Nc3ccc(F)c(Cl)c3)c2cc1NC(=O)CC(CCSCc1ccccc1)SCc1ccccc1 (stereo not given),96.0,100.4,73.6,91.4,99.2,47.4,95.6,64.0,96.4
NC(=O)[C@@H]1Cc2ccccc2CN1C(=O)c1ccc2c(c1)-c1ccccc1C2,94.0[50 µM],106.0[50 µM],81.5[50 µM],88.8[50 µM],93.1[50 µM],52.6[50 µM],70.2[50 µM],92.3[50 µM],113.1[50 µM]
O=[N+]([O-])c1ccc2c(c1)C(c1c[nH]c3ccccc13)(c1c[nH]c3ccccc13)CCO2,91.2,85.3,63.3,82.3,77.3,45.4,87.2,71.6,92.6
CC(C)C(=O)n1ccc2nc(Cl)nc(Cl)c21,98.9,97.3,94.6,98.5,101.4,88.4,116.0,97.5,104.1
CCC(CC)(N(CC(=O)O)CC(=O)O)C(CC)(CC)N(CC(=O)O)CC(=O)O,119.0,119.6,98.4,94.8,109.1,102.9,125.7,116.2,103.0
CC(C)(C)c1ccc(COc2ccc(/C=C3\C(=O)Nc4ccc(Cl)cc43)cc2)cc1,95.4,77.8,68.5,99.4,102.1,80.0,/,95.3,138.0
CCOC(=O)C(C(=O)OCC)C(C)(C)Cc1ccccc1,119.5,121.7,117.0,100.6,106.9,78.2,100.2,103.9,99.7

# Nine entries from above, tab-delimited:
SMILES	DU-145	RXF 393	CAKI-1	SN12C	786-0	UO-31	A498	ACHN	TK-10
Cc1ccc[n+](CC(=O)c2cccs2)c1	107.0	110.1	/	96.0	95.8	92.8	108.7	116.1	93.2
CCC(CC)C(=S)N1CCN(c2ccccc2)CC1	107.4	112.2	90.8	97.8	98.2	87.0	102.2	100.0	107.0
COc1ccc(-c2cc(Cc3cccs3)c(=O)n(Cn3ccnc3)n2)cc1	113.1	114.2	101.5	96.8	108.1	95.8	87.7	97.3	106.3
CNC1=CC(=O)c2c(C(=O)OC)c(C)nc(C)c2C1=O	109.9	116.4	95.5	97.7	101.1	92.1	105.4	92.4	126.3
O=CN1N=C(c2cccc(Nc3ccncc3)c2)CC1c1ccc(Br)cc1 (stereo not given)	99.2	73.3	74.4	89.3	83.2	66.3	76.4	102.5	111.4
O=C(Nc1ccccc1)Nc1ncnc2c1ncn2-c1ccc(Cl)cc1	96.3	91.7	93.9	63.1	46.9	70.3	91.0	69.5	58.9
CCOc1cc2ncc(C#N)c(Nc3ccc(F)c(Cl)c3)c2cc1NC(=O)CC(CCSCc1ccccc1)SCc1ccccc1 (stereo not given)	96.0	100.4	73.6	91.4	99.2	47.4	95.6	64.0	96.4
NC(=O)[C@@H]1Cc2ccccc2CN1C(=O)c1ccc2c(c1)-c1ccccc1C2	94.0[50 µM]	106.0[50 µM]	81.5[50 µM]	88.8[50 µM]	93.1[50 µM]	52.6[50 µM]	70.2[50 µM]	92.3[50 µM]	113.1[50 µM]
O=[N+]([O-])c1ccc2c(c1)C(c1c[nH]c3ccccc13)(c1c[nH]c3ccccc13)CCO2	91.2	85.3	63.3	82.3	77.3	45.4	87.2	71.6	92.6

# The listing continues.
SMILES,DU-145,RXF 393,CAKI-1,SN12C,786-0,UO-31,A498,ACHN,TK-10
CCOC(=O)/C(C#N)=C/c1ccccc1[N+](=O)[O-],106.0,115.2,102.9,106.8,107.6,91.8,104.2,105.9,113.7
O=C(Cn1ccnc1)Nc1nccs1,110.3,115.0,/,106.7,97.6,94.0,73.3,111.6,108.0
Clc1ccc2c(NCCNc3nc(-n4ccnc4)nc4ccccc34)ccnc2c1,101.3,95.5,/,84.4,94.2,62.3,92.9,88.1,119.1
CCc1c[n+]([O-])c(C)cc1[N+](=O)[O-],93.8,83.9,91.3,86.4,101.9,/,118.5,94.0,116.2
CCOC(=O)c1ccc(NC(=S)NC(=O)c2ccc(Cl)cc2)cc1,106.8,98.8,93.6,95.9,102.0,92.7,124.5,106.0,108.7
O=C1CSC(c2cc3ccccc3[nH]c2=O)N1Cc1ccc2c(c1)OCO2 (stereo not given),117.1,133.2,95.7,99.9,95.1,86.8,107.1,104.2,93.3
C/C(Cc1ccc(Cl)cc1)=C(\c1ccc(OCCCN(C)C)cc1)c1ccc(OC(=O)Cc2ccccc2)cc1,106.1,109.1,97.0,104.8,104.1,96.0,113.1,106.8,98.4
CSc1nccc(-c2c(-c3ccc(N)cc3)nc3sccn23)n1,103.2,115.2,93.4,100.6,103.8,77.2,100.1,108.0,142.4
CCCCCc1ccc(S(=O)(=O)Nc2cccc(-c3csc(NC(=O)CN4CCN(CCO)CC4)n3)c2)cc1,86.5,/,76.2,86.6,71.1,79.9,81.0,101.1,112.6
Cc1c(Cl)cc(C(C)C)c(O)c1CN1CCOCC1,104.3,116.1,88.9,95.4,100.8,104.0,103.9,97.7,107.2
O=C(c1cccs1)C1CC1,116.6,105.0,105.7,117.7,107.6,/,/,118.1,116.7
COc1ccc(N2CCN(C(CNC(=O)CC(C)(C)C)c3ccc4c(c3)OCO4)CC2)cc1 (stereo not given),105.3,122.1,97.1,103.6,105.1,73.9,107.1,95.1,115.0
C=C1C(=O)O[C@H]2[C@H]1CC/C(COC(=O)NCCc1ccc(Br)cc1)=C\CC[C@@]1(C)O[C@@H]21,-33.6*,-35.3*,22.6,16.8,-52.9*,-20.5*,79.1,-60.1*,25.9
CC1=COC(C)(COC(=O)C2(C)CCC(C)=CO2)CC1 (stereo not given),109.1,106.8,86.5,103.5,106.3,77.3,109.7,110.6,91.3
